Compound activity: PubChem BioAssay, NCI
yeast mlh1 rad18 – NCI yeast anticancer drug screen, S. cerevisiae mlh1 rad18 strain. growth inhibition, % at 50 µM. 79,000 compounds, 11% hits. AID 175;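 also: 0% = growth of vehicle-only cultures of the same strain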
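Steps: expose repair-defective yeast to compound; measure growth; express inhibition against vehicle-treated controls.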
yeast bub3 – NCI yeast anticancer drug screen, S. cerevisiae bub3 mutant strain; % growth inhibition at 50 µM; 78,000 compounds, 9.9% hits; AID 167;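 also: 0% = growth of vehicle-only cultures of the same strain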
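Mutant yeast screening strain plus compound; vehicle-treated cultures serve as the 0% inhibition reference.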
rad50 – NCI yeast anticancer drug screen, S. cerevisiae rad50 strain; 79,000 compounds, 10% hits; AID 155; % growth inhibition at 50 µM;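 also: 0% = growth of vehicle-only cultures of the same strain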
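Cells are treated with compound, grown, and their growth is then scored against vehicle-only cultures of the same repair-deficient yeast strain.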
sgs1 mgt1 – NCI yeast anticancer drug screen, S. cerevisiae sgs1 mgt1 strain. % growth inhibition at 50 µM. 78,000 compounds, 10% hits. AID 161;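 also: 0% = growth of vehicle-only cultures of the same strain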
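Percent growth inhibition was derived by comparing compound-exposed mutant yeast with vehicle-exposed cultures. The strain carries alterations in DNA damage repair.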
yeast mec2-1 – NCI yeast anticancer drug screen, S. cerevisiae mec2-1 strain; % growth inhibition at 50 µM; 79,000 compounds, 9% hits; AID 157;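 also: 0% = growth of vehicle-only cultures of the same strain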
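Strain: mec2-1 (DNA repair/cell cycle alteration). Compound exposure, then growth measured; inhibition expressed relative to vehicle.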
cln2 rad14 – NCI yeast anticancer drug screen, S. cerevisiae cln2 rad14 strain. % growth inhibition at 50 µM. AID 165. 78,000 compounds, 8.3% hits;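 also: 0% = growth of vehicle-only cultures of the same strain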
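Readout is yeast growth inhibition versus vehicle-treated controls, using a strain with cln2 and rad14 alterations exposed to compound.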
* marks the source's active call; other numbers are inactive results; & = joins results of further samples. Rule as the data show it: active = growth inhibition above about 70%; inactive = the rest.

SMILES	yeast mlh1 rad18	yeast bub3	rad50	sgs1 mgt1	yeast mec2-1	cln2 rad14
Cc1ccc2cc3ccccc3c(-c3ccccc3)c2c1	-6	-1	11	-9	13	37
CC(CC(=O)c1cccc2ccccc12)C(=O)O (stereo not given)	24	-11	19	3	3	1
COc1ccc(/C=C/C(=N/NC(=O)N/N=C(/C=C/c2ccc(OC)cc2)C(C)C)C(C)C)cc1	-22	-19	-15	3	-30	38
Cc1ccc(S(=O)(=O)/C(=C/c2ccccc2)CC(=O)c2ccccc2)cc1	17	11	9	-22	7	-18
COCC(OC)C(CC=C(C#N)C#N)OC (stereo not given)	-7	-15	-6	-15	-4	4
O=C(C[n+]1csc2ccccc21)c1ccc(-c2ccccc2)cc1	5	12	18	-12	10	-3
OCC1OC(OCC(O)C(O)C(O)c2cnn(-c3ccccc3)n2)C(O)C(O)C1O (stereo not given)	27	-3	5	-14	6	-28
Cc1nn(C(=O)c2ccc(Cl)cc2)c2c1C(c1ccc(O)cc1)SC(N)=N2 (stereo not given)	-31	-24	-33	-44	-49	-27
O=C(O)CCNS(=O)(=O)Cc1ccccc1	-13	-6	-24	-18	-21	-2
O=c1[nH][nH]c(=O)c2nc(Nc3ccco3)ncc12	0	-9	0	-17	-11	-13
CCC(CO)(CO)N(C)C	-2	5	15	3	0	-6
COC(=O)CC(NC(=O)CNC(=O)OCc1ccccc1)C(=O)NCC(=O)Oc1ccc([N+](=O)[O-])cc1 (stereo not given)	12	-1	21	19	2	15
CC(C)(C)N=C(NO)c1ccccc1	81*	0	70*	74*	3	44
CCSc1cccc(C(=O)O)c1	-8	-23	-23	-3	-3	-28
Oc1cc(Br)ccc1/C=N/Nc1ccccn1	1	-3	-38	16	-14	-22
O=CC(=O)C(O)C(O)CO (stereo not given)	-10	12	-5	-2	4	12
O=c1c2c3c(sc2nc2n1N=CN(c1ccccc1)C2)CCCC3	-32	-13	-8	-6	-16	-26
CCCCCCCC/C=C\CCCCCCCC(=O)NCCOC	-5	2	-1	7	4	2
S=C(Nc1ccc2cn[nH]c2c1)Nc1ccc2cn[nH]c2c1	42	40	79*	31	-13	-1
CCCCCCCCCCCCCBr	16	18	30	13	-1	20

In the list so far, these have bromine.
SMILES	yeast mlh1 rad18	yeast bub3	rad50	sgs1 mgt1	yeast mec2-1	cln2 rad14
Oc1cc(Br)ccc1/C=N/Nc1ccccn1	1	-3	-38	16	-14	-22
CCCCCCCCCCCCCBr	16	18	30	13	-1	20

Carrying on:
SMILES	yeast mlh1 rad18	yeast bub3	rad50	sgs1 mgt1	yeast mec2-1	cln2 rad14
ClCc1ccc2oc3ccccc3c2c1	69	-24	30	28	17	44
COc1cc(C)c(NC(C)=O)c([N+](=O)[O-])c1	5	-11	3	-6	5	-10
Cc1ccc(NC(=O)C(C)C)cc1	-21	-19	-14	-13	-17	-24
CCCCCCCCCCCCCCCCCCCCCCCCCCCCCCCCSC(=N)N	-6	48	11	-7	13	16
O=S(=O)(C(c1ccccc1)C(O)(c1ccccc1)c1ccccc1)N1CCCC1 (stereo not given)	23	1	30	27	0	-22
COc1cccc(-c2cc(=O)c3cc(C)c(C)c(C(=O)O)c3o2)c1	11	2	1	16	4	21
COc1cc(/C=C/C=C(C(=O)O)C(=O)O)cc(OC)c1OC	-4	-6	-5	-15	-1	-11
CCOc1ccc(OC/C=C(\C)CC/C=C(/C)CC)cc1	12	12	9	5	10	19
C#CCNC(=O)ON1C(=O)CCC1=O	-29	-17	-5	-26	-8	-12
CC(=O)Nc1ccc(NC(=O)Nc2cc(C)ccc2C)cc1	15	21	-8	6	20	-11
O=C(O)CCCc1ccccc1	11	6	5	2	-6	-8
C1CCC2(CC1)COC1(CCC3(CC1)OCC1(CCCCC1)CO3)OC2	0	1	-9	-2	-1	1
Nc1[nH]n(-c2ccccc2)c(=O)c1C1c2ccccc2Sc2ccccc21	16	15	9	16	11	-67
CCCCCCCCCCCCCCCc1cc(O)ccc1N=O	-12	-1	-4	-8	-16	-3
Cc1cc(=O)oc2nn(CCO)c(C)c12	-14	-11	-35	-10	-18	-42
CCN(CC)CCCOC(c1ccccc1)c1ccc(Cl)cc1 (stereo not given)	26	1	18	46	17	42
O=C1NC2(CCCC2)C(=O)N2CCCC12 (stereo not given)	27	0	-9	18	-18	-6
O=C(Nc1nc2ccsc2s1)c1ccccc1	-11	-8	-16	-4	-3	-35
COc1ccc2c(c1O)-c1cccc3c1C(C2)N(CCOCCCl)CC3 (stereo not given)	-9	3	28	-20	-13	13
COc1cc(N(CCC#N)CCC#N)ccc1/C(N=Nc1ccc(C)cc1)=N/NC(=O)c1cc(Br)ccc1O	-10	67	41	60	58	15

Entries of single compounds, looked up by structure:
O=C(Nc1nc2ccsc2s1)c1ccccc1 across the screens: yeast mlh1 rad18: -11; yeast bub3: -8; rad50: -16; sgs1 mgt1: -4; yeast mec2-1: -3; cln2 rad14: -35
Nc1[nH]n(-c2ccccc2)c(=O)c1C1c2ccccc2Sc2ccccc21 across the screens: yeast mlh1 rad18: 16; yeast bub3: 15; rad50: 9; sgs1 mgt1: 16; yeast mec2-1: 11; cln2 rad14: -67

Additional structures follow:
SMILES	yeast mlh1 rad18	yeast bub3	rad50	sgs1 mgt1	yeast mec2-1	cln2 rad14
CCCC(C(O)CC)[N+](=O)[O-] (stereo not given)	22	-6	9	12	-16	5
CC(C)(C)C(c1ccccc1)[N+](C)(C)C (stereo not given)	30	15	-22	-2	-2	19
CC(CO)N1CCCCCC1 (stereo not given)	-9	11	-20	6	-16	-18
CC1=C(C)C2(C)C(C)(O)C(C)(O)C12C (stereo not given)	5	6	4	22	-21	20
Cc1cc(Br)c(O)c(C(=NCC(C)N=C(c2ccccc2)c2cc(C)cc(Br)c2O)c2ccccc2)c1 (stereo not given)	-9	3	-5	-16	1	-11
C=C1C(=O)O[C@H]2[C@H]1[C@H](OC(=O)/C(C)=C\C)C[C@]1(CO1)[C@@H]1[C@H](OC(C)=O)C=C(C)[C@]21O	-39	-9	8	16	-21	-3
Nc1cc2c(O)cc(S(=O)(=O)O)cc2cc1S(=O)(=O)O	-4	34	-6	2	8	14
CN(CCO)c1nc2c(c(=O)[nH]1)CNCC2	-17	-8	-4	-42	-15	7
CN1C(=O)c2cnc3ccccc3c2C1(O)c1ccccc1 (stereo not given)	4	0	-2	2	1	5
N#C/C(=C/O)c1ccccc1	-14	6	2	-1	4	3

Shown field by field: 4 of the compounds above.
CN(CCO)c1nc2c(c(=O)[nH]1)CNCC2
- yeast mlh1 rad18: -17
- yeast bub3: -8
- rad50: -4
- sgs1 mgt1: -42
- yeast mec2-1: -15
- cln2 rad14: 7

N#C/C(=C/O)c1ccccc1
- yeast mlh1 rad18: -14
- yeast bub3: 6
- rad50: 2
- sgs1 mgt1: -1
- yeast mec2-1: 4
- cln2 rad14: 3

C=C1C(=O)O[C@H]2[C@H]1[C@H](OC(=O)/C(C)=C\C)C[C@]1(CO1)[C@@H]1[C@H](OC(C)=O)C=C(C)[C@]21O
- yeast mlh1 rad18: -39
- yeast bub3: -9
- rad50: 8
- sgs1 mgt1: 16
- yeast mec2-1: -21
- cln2 rad14: -3

CCCC(C(O)CC)[N+](=O)[O-] (stereo not given)
- yeast mlh1 rad18: 22
- yeast bub3: -6
- rad50: 9
- sgs1 mgt1: 12
- yeast mec2-1: -16
- cln2 rad14: 5

(listing goes on)
SMILES	yeast mlh1 rad18	yeast bub3	rad50	sgs1 mgt1	yeast mec2-1	cln2 rad14
CC(O)(C(=O)O)c1ccccc1O (stereo not given)	7	6	-1	2	2	3
Oc1ccccc1CNCc1ccccc1	5	-16	30	13	11	7
Cc1cc(N=Cc2ccc(Cl)cc2)c(N=Cc2ccc(Cl)cc2)cc1C	18	51	27	42	53	20
CCCCCCCC[N+](C)([O-])CCCCCC[N+](C)([O-])CCCCCCCC (stereo not given)	76*	6	64	70	25	67
CCOC(=O)NC(Nc1ccc(S(=O)(=O)Nc2nc(C)cc(C)n2)cc1)(C(=O)OCC)C(F)(F)F (stereo not given)	9	10	-9	12	-8	40
O=C(O)CN(CC(=O)O)c1ccc(/C=C/c2ccc(N(CC(=O)O)CC(=O)O)c(S(=O)(=O)O)c2)cc1S(=O)(=O)O	-26	1	-22	-9	-5	-26
O=C1c2ccccc2CC1(c1ccccc1)c1ccccc1	-8	-10	15	-7	-5	10
O=[N+]([O-])c1ccc2c(c1)S(=O)(=O)N1Cc3ccccc3CCN21	-16	11	12	-17	-6	13
Nc1ccc2c(c1)C(=O)c1cccc(N)c1C2=O	72*	57	90*	43	54	55
COC(=O)/C=C(\S/C=C(/c1ccccc1)N1CCn2c(C(=O)c3ccccc3)c(C(=O)OC)c(C(=O)OC)c21)C(=O)OC	15	54	27	44	33	11
O=C1NC(=O)C(CO)(c2ccccc2)N1 (stereo not given)	21&7	10&1	8&14	-2&6	-12&2	47&-19
CC1(C)OC(=O)N=C1c1ccc(Br)cc1	15	-22	1	-21	-26	22
N#CC1(C#N)C(C#N)(C#N)C12CCCC2	67	12	39	74*	21	17
c1ccc(-c2nc3sccn3n2)cc1	9	-8	6	-6	1	-26
COc1ccc(-c2c(C#N)c(S)n(C3OC(COC(C)=O)C(OC(C)=O)C(OC(C)=O)C3OC(C)=O)c(=O)c2C#N)cc1 (stereo not given)	14	16	-18	-6	-12	-16
c1ccc(-c2cnnc3c4ccccc4nn23)cc1	12	5	16	6	-6	4
C1CCCN(NC2=NCCO2)CC1	26	1	19	7	5	6
O=C1NNC(=O)C1C(=O)Nc1ccccc1	-8	-7	-9	-6	0	-32
CC(C)CC(O)C(C)C (stereo not given)	1	-7	-18	0	-16	31
O=C(NC(=O)c1c(Cl)nc2sccn12)Nc1ccc(Cl)cc1	-24	-1	-5	-5	-14	1
CC(C)(NC(=O)OC12CC3CC(CC(C3)C1)C2)C(=O)O	-5	3	-11	3	-20	-13
